# Dynein transport: dynein cargo transport inhibition | 3617.4 mouse cells, GR-EGFP nuclear translocation imaging; test concentration mostly 20 µM; stimulated with dexamethasone, 1 µM; hits give low values | z-score, hits read low | 0.47% of 220,000 active;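 active means plate z-score of nuclear minus cytoplasmic receptor signal below a set negative limit, without overly bright fluorescence or cell loss, cut at about -3.5 in these data, passing the limit was not always enough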;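 further: z-score of nuclear minus cytoplasmic ring GR-EGFP intensity difference per well; some compounds called inactive have numbers as strong as hits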
#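 Also added: dexamethasone, 1.0 µM final. Medium: tet-free, stripped-serum medium. Detection: fixed, Hoechst-stained cells imaged at 10x for EGFP. Read-out: nuclear-to-cytoplasmic GR-EGFP distribution per well. Times: induction 48 h, compound 1 h, agonist 30 min.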
# M17LAP inhibition: P. falciparum M17LAP inhibitors, primary screen, biochemical, fluorogenic H-Leu-NHMec substrate, 1536-well (AID 1619) | recombinant M17LAP, H-Leu-NHMec fluorogenic kinetic assay; higher % means a stronger effect | inhibition, % at 30 µM; hits with a dose series show IC50 in µM | 0.38% of 220,000 active;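 active means compound inhibiting the enzyme by more than half at any dose during confirmatory dose-response retesting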;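 further: plate controls were full reaction with DMSO carrier for no effect and no enzyme background for full effect; strong numbers were not always called active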
# b-catenin transl: modulators of beta-catenin nuclear translocation; nuclear translocation activity, % at 5 µM; 0.3% of 190,000 active; HeLa beta-catenin nuclear translocation, immunofluorescence imaging;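 active means nuclear translocation activity above 50% at 5 µM, with a well cell count of 50 or more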;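 further: per-cell ratio of nuclear to cytoplasmic median beta-catenin stain intensity; plate controls were DMSO negative control for no effect and GSK-3 inhibitor IX positive control for full effect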
#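 Test system: HeLa cells, endogenous beta-catenin; Compound: single 5 µM dose plus 0.02–20 µM confirmation series; Times: compound exposure 24 h at 37°C; Signal: fluorescence imaging of beta-catenin antibody stain plus DAPI; Read-out: % activation, nuclear-to-cytoplasmic median beta-catenin signal ratio per cell.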
# Insulin prom up: MIN6 insulin promoter up-regulation; AID 1625; MIN6 insulin promoter-GFP reporter, high-content imaging; hits give high values; 0.3% of 190,000 active; z-score at 5 µM;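 active means z-score above 3 at 5 µM with at least 500 cells counted in the well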
# NOD2 inhibition: NOD2 signaling inhibitors, cell-based, luminescence, uHTS, HEK293 (AID 1566) | HEK293 NOD2/NF-kB luciferase reporter, luminescence; higher % means a stronger effect | inhibition, % at 4 µM, or EC50 in µM where a hit was titrated | 0.63% of 290,000 active; in the data active means inhibition above about 50%; further: many of its hits are not listed in these tables
# NOD1 NF-kB reporter: NOD1 signaling inhibitors, primary screen, cell-based, luminescence, uHTS (AID 1578). NOD1-driven NF-kB luciferase reporter cells, luminescence; higher % means a stronger effect. 1% of 290,000 active. inhibition, % at 4 µM; hits with a dose series show EC50 in µM; in the data active means inhibition mostly above about 36%, no sharp cut-off; inactive means mostly below about 34%;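 further: HEK-293T reporter cells stimulated with the NOD1 agonist gamma-tri-DAP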
# Autophagy mod: alters autophagy in cells. MEF GFP-LC3 puncta imaging; test concentration mostly 10 µM. calls only at 10 µM (by protocol). 0.98% of 190,000 active. AID 463193;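 active means percentage of spot-positive cells more than 3 SD above its plate mean, without a fluorescence outlier flag or 80% toxicity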;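 further: spot-positive cell cutoff set from DMSO-treated cells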
# MT stabilize HCS: microtubule stabilizers in HeLa cells; % tubulin-high responders, % at 10 µM; HeLa tubulin immunostaining HCS, 24 h; share of cells brighter than vehicle mean+2SD; 0.83% of 200,000 active;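 active means plate Z-score above 3 for both tubulin-high and condensed-nucleus cell shares, with cell loss under 80%, at 10 µM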;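 further: anti alpha tubulin signal scored within the nucleus-defined area of each cell; some results filed as inactive read as strong as hits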
# Yfh1-off respiration: mitochondrial function rescue without frataxin homolog – Friedreich's ataxia, plus single-dose screen, dose response (AID 1465) | S. cerevisiae Yfh1-off respiration, WST-1 reduction, 72 h; higher fold induction means a stronger effect | fold induction at 50 µM; hits with a dose series show EC50 in µM | 0.074% of 220,000 active;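 active means fold induction of absorbance versus untreated yeast above a set limit, then at least 30% activation at any dose in follow-up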;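 further: activators that raise dye reduction in frataxin-depleted yeast; strong numbers were not always called active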
# Dynein transport cytoplasmic EGFP: further read-out of Dynein transport, marked with its call; z-score; measured here: cytoplasmic GR-EGFP intensity; hits give high values
# Dynein transport nuclear GR-EGFP: also measured in Dynein transport; calls as there; z-score; measured here: nuclear GR-EGFP intensity;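 lower value marks the stronger effect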
# Dynein transport cell count: recorded beside Dynein transport, whose call it bears; z-score; measured here: cell count per field
# Insulin prom up cell count: second read-out of Insulin prom up, no call of its own (marks repeat the call); cell count; measured here: cytotoxicity, nuclei count;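 total cells summed across four imaged fields per well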
# b-catenin transl cell count 5 µM: also measured in b-catenin transl; calls as there; cell count; measured here: cell count, cytotoxicity flag
# MT stabilize HCS Hoechst-high %: second read-out of MT stabilize HCS, no call of its own (marks repeat the call); % Hoechst-high responders; measured here: nuclear condensation Hoechst responders;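 share of cells brighter than vehicle mean plus two SD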
# MT stabilize HCS cytotoxicity %: further read-out of MT stabilize HCS, marked with its call; toxicity, %; measured here: cytotoxicity by cell density;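 0% = mean cell density of plate MIN control wells and 100% = no cells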
# Autophagy mod cell loss 18 h: further read-out of Autophagy mod, marked with its call; toxicity, %; measured here: cell loss, nuclei count;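 cell loss after 18 h compound exposure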
# Active calls of the source: *; i = inactive; · = no result given. Some of the compounds tested; the hit share may differ from the screen's.
# Every second line gives: Dynein transport	Dynein transport cytoplasmic EGFP	Dynein transport nuclear GR-EGFP	Dynein transport cell count	M17LAP inhibition	b-catenin transl	b-catenin transl cell count 5 µM	Insulin prom up	Insulin prom up cell count	NOD2 inhibition	NOD1 NF-kB reporter	Autophagy mod	Autophagy mod cell loss 18 h	MT stabilize HCS	MT stabilize HCS Hoechst-high %	MT stabilize HCS cytotoxicity %	Yfh1-off respiration
- COc1cccc(NC(=O)N2CCCC2)c1
  -0.41	-0.27	-0.092	0.33	-4%	0.3	948	0.51	1846	-8%	42%	i	-22	1.6	2.1	3.9	i
- NC(=O)C1(N2CCCCC2)CCN(C2CC(=O)N(Cc3cccs3)C2=O)CC1 (stereo not given)
  -0.85	0.047	-0.45	0.86	-3%	3.1	1355	-0.7	962	3%	10%	i	-2	1.5	1.3	7.5	·
- CCOC(=O)C(CC)n1cnc2c(nnn2-c2ccc(OC)cc2)c1=O (stereo not given)
  -0.69	-0.41	-0.15	0.27	-1%	0.5	1356	-0.57	1404	-7%	-8%	i	17	1.8	2.9	11	i
- CCOc1ccc2nnnn2n1
  0.58	-0.37	0.45	0.47	-9%	-1.7	1451	-0.01	1562	9%	-12%	i	13	2.1	2.4	13	i
- CC(=O)c1cc(C)ccc1OC(=O)c1cccc2nc(C)oc12
  0.87	0.0011	0.98	1.3	-3%	·	·	·	·	0%	-8%	i	-11	2.3	1.6	4.1	i
- CCCCC(=Nc1ccccc1OC)C1=C(O)CC(c2ccccc2)CC1=O (stereo not given)
  0.21	0.17	0.31	-0.34	18%	-2.0	494	0.03	1226	1%	-1%	i	4	1.8	3.2	4.0	i
- CN(Cc1ccccc1)C(=O)N[C@@H](Cc1ccccc1)C(=O)O
  -0.56	0.069	-0.036	0.5	54%	-7.6	1018	0.12	1256	0%	6%	i	0	6.1	2.4	7.2	i
- Cc1cc(NC(=O)Cn2cc([N+](=O)[O-])cn2)no1
  -0.91	-0.36	-0.35	1.8	15%	-3.1	1040	0.13	1618	0%	-21%	i	17	2.2	0.9	7.1	i
- CC(C)(C)NC(=O)Nc1ccc(Br)cc1
  -1.1	1.4	-0.19	0.1	-3%	1.7	1094	0.41	1393	-58%	-6%	i	24	4.0	1.9	5.6	i
- CCC(c1nnnn1Cc1cccs1)N1CCN(C(=O)c2ccco2)CC1 (stereo not given)
  0.28	-0.31	0.25	-0.11	17%	0.2	1562	-0.06	1468	4%	-36%	i	1	2.0	2.3	11	i
- Cc1[nH]n2c(=O)c3c(nc2c1-c1ccc(Cl)cc1)CCC3
  -0.35	-0.27	0.47	0.33	-10%	·	·	0.45	1288	30%	65%	i	19	2.6	1.6	1.0	i
- CCOC(=O)C1=NN(C(=O)Nc2ccc(OC)cc2)C2C(=O)N(c3cccc(C(F)(F)F)c3)C(=O)C12 (stereo not given)
  1	-0.21	-0.16	-0.11	15%	-0.9	1098	0.65	1893	12%	-19%	i	-1	1.6	1.8	3.9	i
- Cc1ccc(C(C(=O)NCC2CCCO2)N(Cc2ccccc2)C(=O)c2ccc(-c3ccccc3)[nH]2)o1 (stereo not given)
  -1.2	0.099	-0.95	1.6	23%	4.1	901	-0.57	1551	-17%	-10%	i	-10	3.2	2.2	13	i
- Nc1nc(SCc2ccccc2Cl)n[nH]1
  1.1	-0.28	0.5	0.13	27%	·	·	-0.77	892	8%	19%	i	38	2.3	1.6	8.1	i
- C/C(=N\NC(=O)c1n[nH]c2c1CCC2)c1ccco1
  0.029	-0.21	0.41	0.16	4%	1.2	1295	0.23	1023	-18%	9%	·	·	·	·	·	i
- COc1ccc(NC(=O)C2CCN(c3nc(C)cc(C)n3)CC2)cc1
  -0.25	-0.25	-0.12	0.79	21%	5.2	420	·	·	-8%	6%	i	-12	2.7	2.2	3.1	i
- Cc1cccc(/C=C/c2nc3ccccc3c(=O)n2Cc2ccccc2)c1
  0.22	-0.21	0.26	-1	-9%	-0.1	991	0.46	1482	-4%	28%	i	7	4.6	4.6	6.9	i
- NC(=O)Cc1ccc2c(c1)[nH]c1ccccc12
  0.85	-0.15	0.5	-0.59	-7%	3.2	921	-0.1	1356	13%	1%	·	·	·	·	·	i
- Cc1ccn2cc(-c3ccc4c(c3)NC(=O)CO4)nc2c1
  0.51	-0.34	0.55	0.08	2%	-3.7	1140	-0.31	1260	-63%	-39%	i	1	2.9	2.8	11	i
- CC(C)C(=O)Nc1ccc(C(=O)NNC(=O)NC2CCCCC2)cc1
  -0.72	-0.13	0.28	1.3	4%	0.2	1364	0.01	1434	-13%	-21%	i	11	2.4	1.2	5.5	i
- CC1=C(C(=O)Nc2cccc(C)c2C)C(c2cccs2)NC(=S)N1 (stereo not given)
  4	0.22	2.3	-3.3	-2%	0.3	867	-0.42	1104	10%	19%	i	-8	4.9	3.1	10	i
- Cc1ccc(-n2ncc3c2ncn2nc(-c4ccco4)nc32)c(C)c1
  -0.76	-0.18	-0.39	0.79	17%	·	·	·	·	-29%	-10%	i	36	1.3	1.0	7.7	i
- Cc1nc(S(=O)(=O)c2cccc(Cl)c2)nc2c1CCC2
  0.69	-0.1	1.1	-0.19	12%	1.6	1342	-0.59	1642	22%	19%	i	12	2.8	1.9	7.5	·
- Cc1ccc(-n2c(CNc3ccc(F)cc3)nnc2SCC(=O)O)cc1
  0.037	-0.31	-0.11	0.35	3%	-1.8	1044	0.41	1371	10%	-5%	i	-3	1.0	1.6	4.7	i
- Nc1cc(-c2ccc(Br)cc2)nn1S(=O)(=O)c1cccc2nsnc12
  -1.1	-0.29	-0.42	0.91	-11%	-6.5	1157	0.4	955	7%	11%	i	7	1.9	3.1	8.5	·
- CN1C(=O)N2CN(C3CCCCC3)CN3C(=O)N(C)C1C23 (stereo not given)
  1.3	-0.14	1.1	-0.94	-5%	·	·	-0.43	1093	15%	6%	i	-14	1.5	2.0	7.5	i
- O=C1CC(c2cccc(Cl)c2)C(n2cncn2)C(=O)C1C1NCCc2ccccc21 (stereo not given)
  -0.57	0.33	0.052	0.99	-28%	-2.0	1192	-0.39	1008	14%	-9%	i	-3	1.4	1.5	5.7	i
- O=C(O)C1CCCCC1C(=O)NC(c1ccccc1)c1ccccc1 (stereo not given)
  -0.91	-0.22	-0.13	0.69	8%	1.3	1296	0.11	1033	1%	1%	·	·	·	·	·	i
- COc1ccccc1-c1nc2n(n1)C(c1cccs1)C(C(=O)Nc1cccnc1)=C(C)N2 (stereo not given)
  4.9	0.19	2.5	-0.95	-13%	·	·	0.25	1214	-5%	-13%	i	1	5.2	2.4	5.8	i
- N/C(=N\OC(=O)/C=C/c1ccccc1)c1ccncc1
  -0.34	-0.23	-0.16	0.55	-2%	-4.3	507	·	·	-38%	-52%	i	8	0.9	1.8	6.5	i
- Cc1cc(C(=O)CCl)c(C)n1CC1COc2ccccc2O1 (stereo not given)
  -1.3	-0.21	-1	1	23%	1.0	1097	0.31	991	37%	51%*	i	10	3.8	2.5	5.6	i
- Cc1ccc(-c2nc3cc(NC(=O)C(C)C)ccc3o2)cc1
  -0.12	-0.26	0.22	2.2	7%	-1.1	1067	0.49	1250	-107%	0%	i	-8	0.5	3.0	12	i
- COc1cc(/C=N/Nc2ncc(C(F)(F)F)cc2Cl)cc(OC)c1O
  -0.54	0.39	-0.42	0.39	2%	0.4	994	·	·	12%	-14%	i	2	2.3	3.6	7.7	i
- Cc1ccc(CNC(=O)c2ccc(N(C)C)cc2)cc1
  -0.25	-0.33	-0.11	0.22	10%	-1.8	889	0.7	1613	-40%	-38%	i	1	1.7	1.8	1.4	i
- CCOC(=O)CSc1nnc(CNC(=O)c2cccs2)n1-c1ccccc1
  -0.82	-0.17	-0.38	0.29	7%	-0.1	849	1.1	1556	7%	-29%	i	-14	1.5	1.8	6.1	·
- COc1ccc(-c2cc(C(F)(F)F)n3nc(C(=O)NCCCN4CCOCC4)cc3n2)cc1
  -0.51	-0.31	0.11	1	-64%	0.8	980	0.13	1396	22%	-5%	i	9	2.8	1.5	6.0	i
- COc1ccccc1-c1c(C)c(C)nc(N)c1C#N
  0.47	-0.056	0.87	-1.8	0%	-5.5	955	·	·	13%	12%	i	4	6.0	2.3	9.8	i
- Cc1ccc(/C=N/N2CCN(Cc3ccc(Cl)cc3)CC2)o1
  -0.69	-0.081	-0.23	0.4	11%	·	·	·	·	-19%	10%	i	-5	1.6	1.1	5.2	i
- CCOC(=O)N1CCN(C(=O)Cc2cccc3ccccc23)CC1
  0.32	-0.22	0.71	-0.77	-2%	-0.4	955	-0.08	1481	3%	-42%	i	-4	1.5	1.1	8.8	i
- COc1ccc(Nc2nc3[nH]c(=O)cc(O)c3s2)cc1
  -0.38	-0.17	-0.14	-0.071	23%	0.0	971	0.26	1342	10%	-20%	i	-15	2.2	1.8	0.3	i

# In the list so far, these have bromine.
# Every second line gives: Dynein transport	Dynein transport cytoplasmic EGFP	Dynein transport nuclear GR-EGFP	Dynein transport cell count	M17LAP inhibition	b-catenin transl	b-catenin transl cell count 5 µM	Insulin prom up	Insulin prom up cell count	NOD2 inhibition	NOD1 NF-kB reporter	Autophagy mod	Autophagy mod cell loss 18 h	MT stabilize HCS	MT stabilize HCS Hoechst-high %	MT stabilize HCS cytotoxicity %	Yfh1-off respiration
- CC(C)(C)NC(=O)Nc1ccc(Br)cc1
  -1.1	1.4	-0.19	0.1	-3%	1.7	1094	0.41	1393	-58%	-6%	i	24	4.0	1.9	5.6	i
- Nc1cc(-c2ccc(Br)cc2)nn1S(=O)(=O)c1cccc2nsnc12
  -1.1	-0.29	-0.42	0.91	-11%	-6.5	1157	0.4	955	7%	11%	i	7	1.9	3.1	8.5	·
